Hep lipid drop: inhibitors of hepatocyte lipid droplet formation, primary screen, imaging, high-throughput imaging, BODIPY stain | AML12 mouse hepatocytes, oleate lipid droplets | inhibition, % at 6.5 µM | 240,000 tested, 0.4% active | AID 1656, 2009;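 active = lipid droplet intensity inhibited by at least 50%, with more than 500 cells counted; inconclusive = wells with under 300 cells, treated as cytotoxic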
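System: AML12 hepatocytes (mouse). Probe or stimulus: oleic acid at 100 µM to induce lipid droplet formation. Times: overnight treatment with compound plus oleate. Detection: Image-based BODIPY and DAPI two-channel analysis. Evaluation: percent inhibition of filter-corrected integrated lipid droplet intensity per well.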
Myeloid diff 2: induction of myeloid progenitor differentiation, primary screen, cell-based, flow cytometry, MLPCN library; ER-HoxA9 myeloid progenitors, lysozyme-GFP differentiation; calls only at 10 µM; 360,000 tested, 1% active;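 active = normalized GFP-positive differentiation at or above the plate's own cutoff, the solvent-only control mean plus 3 SD; inconclusive = no clear call, values can overlap the other calls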;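 note: cells exposed to compound for four days before flow analysis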
T cell modulator: modulators of CD8 T cell-vesicle binding, primary screen, mouse 2C CD8+ T cells, flow cytometry; 2C CD8+ T cell-vesicle binding; hits give low values; calls only at 7 µM; 330,000 tested, 0.068% active;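 active = response, share of CD8 T cells binding vesicles, and their 90th percentile fluorescence all below set limits, cut at about 80% in these data, passing the limit was not always enough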
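Assay system – 2C mouse CD8+ T cells · Also added – QL9-loaded Drosophila micro-vesicles · Timing – Cell–vesicle co-incubation 1.5 h at 37 °C, staining 20 min on ice · Signal – flow cytometry of vesicle-bound cells · Measure – percent CD8+ FL2 mean versus row control · Controls – Peptide-free naked vesicles (low) and QL9 vesicles with 0.7% DMSO vehicle (high)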
Hep lipid drop cells 6.5 µM: recorded beside Hep lipid drop, whose call it bears; cell count; measured here: cell count, cytotoxicity flag;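 cells counted across two imaged fields per well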
T cell modulator vesicle-bound %: second read-out of T cell modulator, no call of its own (marks repeat the call); double positive events, %; measured here: CD8+ vesicle-bound cell fraction;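 binding gate set so that unloaded-vesicle control wells show 10% double positive cells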
Myeloid diff 2 GFP+ MAC1+ %: also measured in Myeloid diff 2; calls as there; GFP+ MAC1+ double positive, %; measured here: differentiation confirmed by MAC1 staining
An asterisk follows results filed as active; i = inactive; ? = inconclusive; / = not tested or not shown; + = active, no number.

SMILES	Hep lipid drop	Hep lipid drop cells 6.5 µM	Myeloid diff 2	Myeloid diff 2 GFP+ MAC1+ %	T cell modulator	T cell modulator vesicle-bound %
CCCC[C@@H](CNC)NC[C@H](NCCCCC1CCCCC1)C(C)C	-2.6	767	?	/	i	29.1
Cc1ccc(Cl)cc1N1C(=O)CC(C)(C)CC1=O	11.3	839	i	1.0	i	26.1
COc1ccccc1N1CCN(c2nc(C)cc(C)c2C#N)CC1	9.4	861	i	0.4	i	67.0
O=C(O)C1CCN(C(=O)COc2ccc3c(c2)oc(=O)c2ccccc23)CC1	-2.5	753	i	1.7	i	38.3
COCCCN1C(=O)c2ccc(C(=O)OCC(=O)NCc3ccccc3OC)cc2C1=O	6.7	835	i	0.7	i	32.1
COCC(CN1CCN(C2=NS(=O)(=O)c3ccccc32)CC1)OC(=O)c1ccc(OC)cc1 (centres undefined)	29.4	794	i	1.1	i	27.4
COc1cc(CCC(=O)OCC(=O)Nc2ccc(F)cc2F)cc(OC)c1OC	-6.4	875	i	0.5	i	35.5
CC(=O)/C=C\c1ccccc1OC(=O)c1cc2ccccc2oc1=O	6.4	850	i	1.0	i	48.3
Fc1c(F)c(-n2nnc3ccccc32)c(F)c(F)c1Cl	-33.6	635	i	1.4	i	57.1
Cc1ccc(NC(=O)C2CCN(S(=O)(=O)c3ccc4[nH]c(=O)oc4c3)CC2)cc1F	2.7	709	i	0.2	i	8.7
CC(Cc1ccccc1)NC(=O)CN1C(=O)c2ccccc2S1(=O)=O (centres undefined)	-6.8	635	i	5.6	i	36.1
Cc1cc(OCC(=O)Nc2ccccc2C(N)=O)c2c(C)cc(=O)oc2c1	3.2	863	i	2.6	i	29.3
COc1cc(Br)c(C(=O)c2nccc3cc(OC)c(OC)cc23)cc1OC	-6.4	795	i	0.4	i	48.8
CC(C)(C)c1ccc(C(=O)NNC(=O)c2ccncc2)cc1	-12.9	794	i	0.3	i	38.7
COCCNc1nc(NCc2ccccc2)c2cnn(C)c2n1	17.6	756	i	0.7	i	47.7

Single records (already shown). Values in the order: Hep lipid drop | Hep lipid drop cells 6.5 µM | Myeloid diff 2 | Myeloid diff 2 GFP+ MAC1+ % | T cell modulator | T cell modulator vesicle-bound %
Entry for `COCCNc1nc(NCc2ccccc2)c2cnn(C)c2n1` → 17.6 | 756 | i | 0.7 | i | 47.7
Entry for `COc1cc(Br)c(C(=O)c2nccc3cc(OC)c(OC)cc23)cc1OC` → -6.4 | 795 | i | 0.4 | i | 48.8
Entry for `Cc1ccc(Cl)cc1N1C(=O)CC(C)(C)CC1=O` → 11.3 | 839 | i | 1.0 | i | 26.1

Continued.
SMILES	Hep lipid drop	Hep lipid drop cells 6.5 µM	Myeloid diff 2	Myeloid diff 2 GFP+ MAC1+ %	T cell modulator	T cell modulator vesicle-bound %
COc1ccc(C(=O)NCC(=O)N/N=C/c2ccc(C)o2)cc1OC	-7.3	813	i	0.8	i	6.6
O=C(N/N=C/c1ccc(OC(=O)c2ccc([N+](=O)[O-])cc2)cc1)c1cccnc1	-2.7	828	i	2.3	i	0.0
Cc1ccc2c(c1)c1c3n2CCN(C=O)C3CCC1 (centres undefined)	-0.2	825	i	0.5	i	8.4
Nc1c(C=C2C=CC(=O)C=C2)c(=O)nc2sc(CC(=O)N3CCCC3)nn12	-26.1	749	i	2.9	i	21.4
COc1ccccc1NC(=O)c1ccc2c(c1)OCO2	-7.1	835	i	0.4	i	65.2
O=C(CSc1nnc(-c2ccc(O)cc2)o1)NNC(=O)c1ccncc1	14.6	827	i	1.0	i	26.8
COc1cccc(-c2nnc(NC(=O)c3ccco3)s2)c1	-0.5	671	i	1.4	i	36.8
CCN(CC)S(=O)(=O)c1ccc(S(=O)(=O)NCC2CCCO2)cc1 (centres undefined)	-10.7	782	i	0.1	i	41.4
CCC(=O)N1CCc2cc(S(=O)(=O)CCC(=O)Nc3ccc(C(C)=O)cc3)ccc21	-33.7	666	i	2.9	i	28.2
O=C(NCc1ccccc1)c1ccc(NC(=O)C2CCCO2)cc1 (centres undefined)	-8.9	673	i	3.1	i	69.9
CC(C)[C@H](NC(=O)N1CC(=O)Nc2ccccc21)C(=O)N1CCC[C@@H]1C(=O)O	-2.9	825	i	2.6	i	59.5
Cc1c(Cl)cccc1NS(=O)(=O)c1c(C(=O)N2CCOCC2)c(C)n(C)c1C	19.1	744	i	6.5	i	9.1
COc1cccc(N(CC(=O)N2CCOCC2)S(C)(=O)=O)c1	-3.6	776	i	0.6	i	46.9
CCN1CCCC1CNS(=O)(=O)c1ccc(Br)cc1 (centres undefined)	-20.0	790	i	0.7	i	26.4
CCc1ccc(N2CC(C(=O)Nc3nc4ccc(S(C)(=O)=O)cc4s3)CC2=O)cc1 (centres undefined)	21.5	825	i	0.3	i	31.0
O=C(N/N=C/c1ccc([N+](=O)[O-])cc1)c1cc(C2CC2)[nH]n1	-6.0	653	i	0.8	i	41.2
O=C(Cn1c(=O)n(-c2cccc(C(F)(F)F)c2)c(=O)c2sccc21)NCC1CCCO1 (centres undefined)	-15.5	775	i	0.4	i	12.4
Cc1ccc2c(c1)N(CC(=O)NCCCN1CCN(C)CC1)C(=O)CO2	-3.4	812	i	0.2	i	30.6
Cc1ccc(C(=O)N/C(=C/c2ccco2)C(=O)N2CCCCCC2)cc1	0.0	831	i	0.3	i	27.1
CC(C)=CC(=O)OCc1csc(CC(=O)Nc2ccccc2C)n1	2.3	679	i	0.9	i	69.4
COc1ccccc1S(=O)(=O)Cc1ccc(C(=O)NCc2ccccc2)o1	-10.2	733	i	1.6	i	9.1
Cc1ccc(-c2cc(C(=O)N/N=C/c3ccc([N+](=O)[O-])o3)c3ccccc3n2)o1	3.9	667	?	/	i	25.3
COc1ccccc1CN(C)C(=O)c1cc(-c2cc(OC)c(OC)c(OC)c2)nc2ccccc12	-61.1	714	i	0.8	i	20.0
CSc1ccc(/C=N/NC(=O)C[n+]2ccccc2)cc1	16.2	840	i	0.5	i	14.3
CC(C)c1cc(CNC(=O)C2CCC(=O)N(CCc3ccc(Cl)cc3)C2)on1 (centres undefined)	-3.7	676	i	1.4	i	26.5
COc1ccccc1N1CCN(S(=O)(=O)CCNC(=O)C2CC(=O)N(c3ccccc3)C2)CC1 (centres undefined)	12.9	703	i	0.6	i	11.8
Cc1ccc(C)c(Cn2c3ccccc3c3cnn(CC(=O)NCCCN4CCOCC4)c(=O)c32)c1	-36.4	628	?	/	i	30.1
COC1=CC2(O)CCCC2=CC1=O (centres undefined)	-5.9	758	+	21.0*	i	37.1
COc1ccc(/C=C2/Sc3ccc(C(=O)NCCCN4CCOCC4)cc3NC2=O)cc1OC	-24.8	760	?	/	i	7.1
Cc1ccc(C)c(OCc2cc(C(=O)N3CCN(c4ccccc4)CC3)no2)c1	24.6	788	i	1.0	i	60.0
O=C(c1ccc(N2CCN(C(=O)c3ccc(F)cc3F)CC2)cc1)c1cccc(F)c1	5.5	617	i	0.0	i	63.7
O=C(Nc1ncc([N+](=O)[O-])s1)C1COc2ccccc2O1 (centres undefined)	-18.9	840	i	0.5	i	25.4
O=C(CSc1n[nH]c(-c2ccccc2)n1)Nc1ccccc1O	-4.0	811	i	0.9	i	67.6
COCCn1c(SCC(=O)N2CCCCCC2)nc2c(c1=O)SCC2	-8.3	677	?	/	i	71.6
O=C(Nc1ccc2c(c1)CCCN2C(=O)c1cccs1)c1c(F)cccc1F	0.0	778	i	2.2	i	43.3
CC(=O)N1c2ccc(S(=O)(=O)N3CCCCC3)cc2CC1C(=O)Nc1ccc(F)cc1C (centres undefined)	-9.6	686	i	0.8	i	63.6
CN1CCN(C(=O)CCc2nnc3ccc(N4CCC5(CC4)OCCO5)nn23)CC1	-4.0	652	i	0.8	i	30.0
CCOC(=O)CNC(=O)C1CCC(CNS(=O)(=O)c2cccc3nsnc23)CC1 (centres undefined)	-2.7	689	i	2.1	i	10.1
CC(=O)N1CCN=C1SCc1ccc(C(F)(F)F)cc1	27.4	708	i	1.1	i	33.2
Cc1c(CCC(=O)N[C@@H](CCCNC(N)=O)C(=O)O)c(=O)oc2cc3oc4c(c3cc12)CCCC4	20.2	652	i	0.1	i	22.1
CC(C)C[C@@H](CO)N1CCN(CC(C)C)CCC1=O	-2.6	782	i	1.1	i	32.9
CCN(CC(=O)NC1CCS(=O)(=O)C1)S(=O)(=O)c1ccccc1Cl (centres undefined)	8.7	828	i	1.2	i	17.3
CC(=O)c1cccc(NC(=O)Cn2cnc(S(=O)(=O)N3CCCCC3)c2)c1	-7.3	757	i	1.6	i	39.7
COc1ccc(CCNC(=O)[C@@H](NC(=O)N2CCn3c2nc2ccccc23)C(C)C)cc1OC	-17.1	759	?	/	i	58.5
CC(CC(=O)NCCc1ccc(F)cc1)c1ccccc1 (centres undefined)	-3.2	822	i	0.6	i	22.9
N#Cc1ccc(OCC(=O)Nc2ccncc2)cc1	-2.2	813	i	1.2	i	40.3
Cc1onc(-c2c(Cl)cccc2Cl)c1C(=O)N1CCN(Cc2ccccc2)CC1	-15.5	796	i	5.0	i	18.8
CCOC(=O)c1n[nH]n2c1nc(=O)c1ccccc12	4.5	754	i	0.5	i	19.0
Cc1ccccc1S(=O)Cc1ccc(C(=O)NC2CC2)o1 (centres undefined)	-21.6	670	i	2.4	i	4.7
C[C@H](NC(=O)N1CCn2c1nc1ccccc12)C(=O)NCC1CCCO1 (some centres undefined)	12.3	717	i	0.6	i	20.6
COC(=O)COc1ccc2c(c1)O/C(=C\c1cccc([N+](=O)[O-])c1)C2=O	-5.4	827	i	1.3	i	35.3
COc1ccc(/C=N/NC(=O)c2nn(C)cc2Br)cc1CSCc1ccco1	-1.2	660	i	4.6	i	34.5
CN(Cc1cnn(-c2ccccc2)c1)C(=O)C1CCC(=O)N(C2CC2)C1 (centres undefined)	2.0	815	i	0.0	i	60.4
O=C(CCN1CCCO1)NC1CCCc2c1cnn2-c1ccccc1F (centres undefined)	10.8	716	i	2.5	i	36.2
O=C(NCc1ccccn1)c1ccc2c(=O)n3nc(Nc4ccccc4)sc3nc2c1	-13.2	762	i	0.0	i	7.4
COc1cc(C(=O)Nn2c(C)nc3ccccc3c2=O)cc(OC)c1OC	-1.0	811	i	0.5	i	39.3
Cc1cc(C)c(C)c(S(=O)(=O)NCc2ccc(C(=O)N3CCOCC3)cc2)c1C	-2.7	575	i	1.1	i	68.6
COc1cc(C(=O)N/N=C/c2coc3ccccc3c2=O)cc(OC)c1OC	-9.7	698	i	0.3	i	10.9
COc1cccc(C=O)c1OCCCOc1cccc2cccnc12	-1.0	803	i	0.3	i	27.9
CNS(=O)(=O)c1cccc(C(=O)OCC(=O)N2CC(C)OC(C)C2)c1 (centres undefined)	19.6	850	i	2.4	i	53.8

Laid out differently: entries from further up
| mol | Hep lipid drop | Hep lipid drop cells 6.5 µM | Myeloid diff 2 | Myeloid diff 2 GFP+ MAC1+ % | T cell modulator | T cell modulator vesicle-bound % |
| --- | --- | --- | --- | --- | --- | --- |
| COc1cccc(N(CC(=O)N2CCOCC2)S(C)(=O)=O)c1 | -3.6 | 776 | i | 0.6 | i | 46.9 |
| CCN1CCCC1CNS(=O)(=O)c1ccc(Br)cc1 (centres undefined) | -20.0 | 790 | i | 0.7 | i | 26.4 |
| CCc1ccc(N2CC(C(=O)Nc3nc4ccc(S(C)(=O)=O)cc4s3)CC2=O)cc1 (centres undefined) | 21.5 | 825 | i | 0.3 | i | 31.0 |
| O=C(N/N=C/c1ccc([N+](=O)[O-])cc1)c1cc(C2CC2)[nH]n1 | -6.0 | 653 | i | 0.8 | i | 41.2 |
| O=C(Cn1c(=O)n(-c2cccc(C(F)(F)F)c2)c(=O)c2sccc21)NCC1CCCO1 (centres undefined) | -15.5 | 775 | i | 0.4 | i | 12.4 |

(further entries)
SMILES	Hep lipid drop	Hep lipid drop cells 6.5 µM	Myeloid diff 2	Myeloid diff 2 GFP+ MAC1+ %	T cell modulator	T cell modulator vesicle-bound %
COc1ccc(OC)c2c(C)cc(N3CCCCCC3)nc12	-13.7	748	i	1.4	i	56.0
C/C(CC(=O)Nc1ccc2c(c1)OCCO2)=N\NC(=O)Cc1ccccc1	-3.4	829	i	0.9	i	29.3
CCc1nc(SCC(=O)Nc2ccc([N+](=O)[O-])cc2)n[nH]1	23.1	808	i	2.7	i	8.1
COc1ccccc1C(=O)Nc1ccnn1C1CCN(C(=O)c2ccoc2C)CC1	0.7	822	i	0.6	i	68.1
Cc1cccc(N2CCN(C(=O)COc3cc4oc(=O)cc(C)c4cc3Cl)CC2)c1C	6.9	689	i	4.0	i	16.7
CC1CCN(c2oc(-c3ccc(F)cc3)nc2C#N)CC1	-20.8	885	i	0.3	i	44.2
COC(=O)c1sc(N2C(=O)C(O)=C(C(=O)c3ccc(C)o3)C2c2ccc(OC)c(OC)c2)nc1C (centres undefined)	-11.2	667	?	/	i	45.7

Not all compounds are listed. The share of hits here may be higher or lower than overall.
